# MC4R antagonist: blocks human MC4R cAMP signaling; P32245; MC4R-expressing cells, MTII-stimulated cAMP, LANCE TR-FRET; inhibition, % at 6.5 µM; 0.48% of 360,000 active; AID 540295;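 active = inhibition above its plate's cutoff, the mean of tested wells on that plate plus 3 SD, cut at about 29% in these data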;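 note: 0% = Melanotan II alone and 100% = Melanotan II plus saturating MCL0020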
# Target sequence (P32245 whole entry, looked up): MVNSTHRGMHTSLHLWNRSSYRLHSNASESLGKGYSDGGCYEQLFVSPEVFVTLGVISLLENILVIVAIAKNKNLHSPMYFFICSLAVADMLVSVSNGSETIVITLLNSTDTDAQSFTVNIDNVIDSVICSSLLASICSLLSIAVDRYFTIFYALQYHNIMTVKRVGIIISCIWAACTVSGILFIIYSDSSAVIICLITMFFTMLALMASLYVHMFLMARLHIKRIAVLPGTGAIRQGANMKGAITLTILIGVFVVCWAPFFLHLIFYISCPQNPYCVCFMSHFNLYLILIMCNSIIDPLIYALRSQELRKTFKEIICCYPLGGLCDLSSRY
#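 Material: human MC4R-expressing U2OS cells. Probe or stimulus: Melanotan II challenge. Dosing: 6.5 µM single dose. Times: 30-min compound, 1-h challenge, 1-h detection, room temperature. Technique: TR-FRET with Eu-cAMP and labeled anti-cAMP, 671 nm. Replication: singlicate.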
# MC4R barr agon: activates human MC4R beta-arrestin recruitment. P32245. U2OS MC4R beta-arrestin complementation, luminescence; percent of melanotan II response, DMSO zero. 0.98% of 360,000 active. activation, % at 8.9 µM;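 active = activation above a per-plate cutoff, the mean activation of sample wells on that plate plus 3 SD, cut at about 8% in these data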
# ABCB6 inh 2: blocks the human ABCB6 transporter; Q9NP58; K562-ABCB6 porphyrin accumulation, flow cytometry, 1 h; hits give low values; fluorescence ratio to DMSO, % at 10 µM; 0.19% of 360,000 active;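 active = fluorescence ratio to DMSO below 75%, the collection mean minus 3 SD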;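 note: signal is porphyrin accumulated inside mitochondria; 100% equals median channel fluorescence of DMSO control wells; lower ratio means ABCB6 inhibition with less porphyrin fluorescence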
# aDG glyco act: alpha-DG glycosylation activation. Pro5-aDG cells, alpha-DG glycosylation AlphaScreen (IIH6); 0% Pro5, 100% B10-LARGE cell signal. activation, % at 10 µM. 0.22% of 360,000 active;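 active = activation of at least 8% versus controls, or a plate z-score of at least 8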;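 note: Pro5 are CHO cells carrying HIG-tagged alpha-DG that lacks glycosylation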
# Exocytosis inh: blocks lytic granule exocytosis. TALL-104 LAMP-1 surface exposure, flow cytometry; cells stimulated with thapsigargin and PMA. inhibition, % at 10 µM. 0.66% of 360,000 active. AID 651702;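 active = inhibition above about 55%, limit read from the data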
# m5-HT2A agonist: activates the mouse 5-HT2A serotonin receptor. activation, % at 7.6 µM. 0.66% of 360,000 active. P35363. AID 624169. CHO-K1 mHTR2A beta-arrestin complementation, luminescence; percent of 30 µM serotonin response;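 active = activation above a run cutoff, the mean activation of all tested compounds plus 3 SD, cut at about 14% in these data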;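 note: 0% = plate median of compound wells and 100% = 30 µM serotonin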
# Target sequence (P35363 whole entry, looked up): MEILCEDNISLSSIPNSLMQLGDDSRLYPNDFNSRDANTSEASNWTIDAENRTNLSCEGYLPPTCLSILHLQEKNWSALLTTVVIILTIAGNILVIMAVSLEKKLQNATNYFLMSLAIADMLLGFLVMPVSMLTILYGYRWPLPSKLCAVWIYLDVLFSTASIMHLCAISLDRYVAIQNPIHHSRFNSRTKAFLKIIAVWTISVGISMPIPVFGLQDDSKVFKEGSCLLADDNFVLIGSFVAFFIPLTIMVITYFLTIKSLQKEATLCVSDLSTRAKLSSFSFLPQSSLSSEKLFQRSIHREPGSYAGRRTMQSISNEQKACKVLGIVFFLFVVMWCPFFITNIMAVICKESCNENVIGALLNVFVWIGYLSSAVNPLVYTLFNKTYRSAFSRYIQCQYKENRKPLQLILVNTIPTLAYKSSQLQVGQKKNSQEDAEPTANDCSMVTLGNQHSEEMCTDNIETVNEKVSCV
# N-glyco inh: blocks N-linked glycosylation in D54 reporter cells | D54 ERlucT glycosylation luciferase reporter, 24 h; percent of 100 nM tunicamycin response | reporter increase, % at 12.5 µM | 0.23% of 360,000 active;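 active = mean luciferase reporter signal, scaled so untreated is 0 and the glycosylation-blocking control 100, at or above a set limit in every replicate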;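 note: luciferase carries N-glycosylation sites so blocking glycosylation raises the light; 0% = median of neutral control wells and 100% = median of 100 nM tunicamycin wells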
# ABHD5 PLIN5 PPI: ABHD5-PLIN5 protein interaction inhibition; Split G. princeps luciferase complementation, luminescence, 4 h; AID 602281; 0.78% of 360,000 active; inhibition, % at 4 µM; Q00G26+Q8WTS1;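 active = inhibition above the mean inhibition across every tested compound plus 3 SD, cut at about 22% in these data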;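 note: 0% = DMSO only wells and the 100% control is not disclosed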
# iPSC survival up: increases survival of single human iPS cells. hiPSC single-cell survival, ATPlite luminescence; 100% = ROCK inhibitor wells, 0% = DMSO. survival enhancement, % at 20 µM. 0.044% of 360,000 active; in the data active = survival enhancement above about 18%;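 note: cells exposed to compounds for 16 hours before the ATP read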
# Cardio protect: myocardial damage modulation in H9c2 cells; H9c2 cardiomyocytes, H2O2 injury protection, ATPLite, 2 h; protection from H2O2 cell death, % at 20 µM; 0.63% of 360,000 active; AID 588492;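 active = compounds giving at least 50% protection of heart cells from peroxide-induced death in the single-dose screen, raw or plate-pattern-corrected value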;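 note: 0% = DMSO wells with peroxide and 100% = DMSO wells without peroxide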
# Numbers without * were called inactive; nt = no result given. The order is random. About 4.5% of those tested had a hit in this group.
structure,MC4R antagonist,MC4R barr agon,ABCB6 inh 2,aDG glyco act,Exocytosis inh,m5-HT2A agonist,N-glyco inh,ABHD5 PLIN5 PPI,iPSC survival up,Cardio protect
O=C(CSc1nc2ccccc2c(=O)n1CC1CCCO1)Nc1ccc(F)cc1 (stereo not drawn),9,1.0,96,0.3,7,-8,-3,-2,-0.5,17
O=S(=O)(c1cc(F)ccc1F)N1CCC2(CC1)OCCN2S(=O)(=O)c1cccs1,4,-1.7,93,-0.1,-6,-3,-2,-13,0.8,-2
CCCCCCCCCCOC(=O)NC1CCS(=O)(=O)C1 (stereo not drawn),7,3.3,94,0.8,0,-2,-1,-2,-2.2,-15
COc1ccc(/C=C/C(=O)OCC(=O)NC2CCCC2)c(OC)c1,2,-3.0,94,0.0,-8,-2,-2,3,0.1,1
CC(c1nc2ccccc2c(=O)[nH]1)N1CCN(C)CC1 (stereo not drawn),4,-1.6,99,0.0,-1,-4,0,-4,-0.7,14
Cc1ccc(C(=O)C[n+]2ccccc2)cc1,14,1.3,100,-0.1,-6,-3,1,-5,-0.3,-4
Nc1c([N+](=O)[O-])c(=O)sc2ccccc12,-8,-0.9,104,0.0,-1,-3,1,6,-0.2,6
O=C(Cn1nc(C(=O)O)c2ccccc2c1=O)Nc1cc(Cl)ccc1-n1cncn1,11,0.1,99,0.1,-4,3,0,3,-0.4,14
CCCCNC(=O)C1CCCN(S(=O)(=O)c2ccc(-n3cnnn3)cc2)C1 (stereo not drawn),2,3.0,80,0.0,-2,-1,0,1,-1.3,-8
O=C(CSc1nnc(CNC(=O)c2ccccc2)o1)NCc1ccc2c(c1)OCO2,1,-2.3,105,-0.2,-10,1,0,0,1.7,3
Cc1cc(C(F)(F)F)c(C#N)c(SCC(=O)Nc2nc3cc(Br)ccc3s2)n1,-3,-3.3,115,0.0,3,-2,-2,1,4.0,-8
CCCCN(C)CCCNC(=O)CCn1nc(-c2ccccc2)ccc1=O,15,-0.5,93,-0.1,4,1,-2,-3,1.6,4
CCn1c(SCC(N)=O)nnc1-c1ccc2[nH]c(C)c(C)c2c1,-3,-1.8,96,-0.1,0,-2,5,7,-1.4,4
O=S1(=O)N[C@H](Cc2ccccc2)COc2cccc(N3CCSCC3)c21,nt,nt,97,0.2,-2,-1,nt,1,0.8,nt
CC(C)CC(=O)Nc1nnc(SCC(=O)Nc2ccc(F)cc2)s1,1,-1.6,95,0.1,3,-2,1,-6,1.6,0
CCc1nc2c(OCc3ccccc3C(=O)OC)cccn2c1N(C)C(=O)CC(C)C,18,-3.1,93,0.2,6,-2,3,4,0.9,3
CCOC(=O)C1(CCOc2ccccc2)CCN(Cc2cccc(OC)c2)CC1,13,2.8,99,0.2,86*,-12,-3,10,0.0,-10
CCn1c(Cc2ccccc2)nnc1SCC(=O)Nc1ccccc1O,-4,-0.8,91,-0.6,-2,-3,-2,-3,-0.3,4
Cc1ccc(S(=O)(=O)CCC(=O)OCC(=O)N2CC(=O)Nc3ccccc32)cc1,5,0.7,98,0.0,1,-4,0,-4,1.8,5
COc1ccc(C(c2nnnn2CCc2ccccc2)N2CCN(C3CCCC3)CC2)cc1 (stereo not drawn),-3,-2.7,97,-0.4,3,-7,-2,0,-0.2,0
CCCn1c(/N=C/c2cc(OC)ccc2O)nc2ccccc21,3,-1.2,110,0.0,6,-5,0,1,4.8,13
COc1ccc(CN2C(=O)C(CC(=O)NC3CCCCC3)CC(C(=O)N(C(C)C)C(C)C)=C2C)cc1 (stereo not drawn),12,2.7,100,-0.2,0,6,-1,-8,-0.2,-3
CCOc1ccc(-n2c(=O)c3c(C)c(C)sc3n(CC(=O)NCc3ccco3)c2=O)cc1,7,-1.7,96,0.1,0,1,1,-3,-1.7,-2
CCOCCCNC(=O)c1cn(C)c2ccc(S(=O)(=O)N3CCCCC3)cc2c1=O,2,1.5,103,-0.2,-1,6,0,8,-0.5,1
Nc1c(-c2ccccc2)cnn1-c1cccc(C(F)(F)F)c1,-3,1.4,96,0.3,2,2,-3,0,2.3,-11
O=c1c([N+](=O)[O-])cccn1Cc1cccc(Br)c1,7,-1.6,102,-0.2,-1,5,0,3,-0.4,1
COc1ccc(-c2nnc(SCC(=O)NCCc3ccccc3)o2)cc1,6,3.4,100,0.1,3,-3,0,1,0.7,4
CC(=O)C1=C(c2cccc([N+](=O)[O-])c2)N(C(C)=O)n2c(C)nnc2S1,7,-4.6,102,0.3,56*,2,-1,61*,-2.6,-18
CCCCOc1ccccc1NC(=O)Cn1c(-c2nonc2N)nc2ccccc21,-25,-1.3,82,-0.4,5,-3,-10,3,-1.1,1
Cc1ccc(C)c(N2CCN(C(=O)c3ccc(Cl)c(NC4=NC5CS(=O)(=O)CC5S4)c3)CC2)c1 (stereo not drawn),-10,-2.0,101,-0.4,-4,-3,4,4,-0.3,0
Cc1nnc(NC(=O)c2sc3nc(-c4cccs4)cc(C(F)(F)F)c3c2N)s1,-5,0.1,399,0.1,5,-3,0,0,0.2,0
C[C@H](NC(=O)c1nc[nH]c1C(=O)NCc1ccc(CNC(=O)OC(C)(C)C)cc1)C(=O)OC(C)(C)C,-16,-0.1,99,1.1,3,1,-1,-1,3.0,-10
CC(NC(=O)c1ccccc1F)c1nnc(SCC(=O)NC2=NCCS2)n1C (stereo not drawn),3,1.6,92,-0.1,4,-4,2,0,-0.1,-2
CCCc1c(-c2cccc(Br)c2)ncn1Cc1cccc(-c2ccccc2)c1,nt,nt,nt,-0.1,22,-1,nt,-3,nt,nt
Cc1ccc(S(=O)(=O)NC(=O)c2ccccc2C)cc1,0,-0.9,96,-0.2,1,-1,1,3,-0.1,-4
COc1ccccc1CNC(=O)C(=O)NCCC1CCCCN1S(=O)(=O)c1ccccc1 (stereo not drawn),0,2.1,100,0.4,7,1,-4,-8,1.6,-5
CN(CC(=O)Nc1cccc(F)c1)C(=O)c1ccc(OCC2CCCO2)cc1 (stereo not drawn),7,-4.5,94,-0.3,1,1,-1,0,1.7,-1
COc1ccc(-c2noc(CCC(=O)N3CCN(c4ccccc4F)CC3)n2)cc1,-3,3.4,103,-0.4,-3,-6,2,-13,-2.1,-6
Cn1c(=O)n(CC(N)=O)c2ccccc21,1,-0.6,104,-0.3,-1,-1,3,1,-0.1,1
C=CCOc1ccccc1CN1CCC(n2nccc2NC(=O)c2ccccc2)CC1,-2,-3.3,98,0.0,-1,-7,-2,-4,-0.6,4
CCCCOc1ccc(N2CC(C(=O)NCc3ccco3)CC2=O)cc1 (stereo not drawn),2,-1.8,91,-0.1,-3,10,0,-1,0.0,0
COC(=O)NCCOc1nc(N(C)C)nc(N(C)C)n1,3,-0.9,87,0.0,1,-5,0,2,-1.7,11
CCOCCCNC(=O)CSc1nnc(-c2ccc(S(=O)(=O)N3CCCC3)cc2)n1C,0,-1.3,97,0.1,-5,4,2,0,-0.4,-2
O=C1C2CCCN2C(=O)N1CCCCN1CCN(c2cccc(Cl)c2)CC1 (stereo not drawn),0,-2.4,100,0.6,0,0,1,5,-0.8,5
Nc1ccc(C(=O)OCC(=O)c2cccc([N+](=O)[O-])c2)cc1,10,-2.6,108,-0.1,-2,3,0,-3,-1.6,6
NC(=O)C1CCN(c2nc(-c3ccc(F)cc3)cs2)CC1,4,-1.0,101,-0.2,6,-1,0,2,1.8,-5
Cc1ccc(CC(=O)NCc2ccc3c(c2)OCO3)cc1,10,0.8,89,0.6,-1,0,-1,3,1.3,1
CN1CCC(=O)N([C@H](CSc2ccccc2)c2ccccc2)CC1,3,-2.4,95,0.1,-2,1,0,-2,0.2,2
O=C1C=CC(=O)N1c1cccc2cccnc12,9,3.9,99,0.4,5,6,1,-2,4.6,14
COc1ccc2[nH]c(C)c(-c3csc(N)n3)c2c1,-6,-3.1,103,0.0,-7,2,3,-3,-0.5,-1
Cc1ccc(NC(=O)NCC2CCN(Cc3cccc(Cl)c3)CC2)c(Cl)c1,-9,1.6,102,0.6,14,-2,-4,1,0.1,-1
CCOC(=O)c1sc(-c2ccc(C)cc2)c(C#N)c1C,3,-0.9,100,0.1,-1,1,-2,-10,0.3,-13
COc1ccc(NC(=O)N2CCC(Cc3ccccc3)CC2)cc1,2,-3.7,98,0.1,-8,2,-5,2,-1.4,1
Cc1ccc(CCNC(=O)C23C[C@H]4C[C@@H](C2)CC(n2nnc(C)n2)(C4)C3)cc1,0,-0.5,90,0.1,2,-5,-3,-7,-0.1,12
CC(=O)Nc1ccc(S(=O)(=O)Nc2ccc(-n3cnnn3)cc2)cc1,9,1.7,96,0.0,-4,-3,1,3,-0.4,-4
CC1CCN(CC(=O)N2CCCc3c2c(=O)oc2ccc(OCc4ccccc4)cc32)CC1,4,2.2,94,0.2,0,-4,-7,12,8.9,-26
COc1ccccc1NC(=S)NC(=O)CCCOc1ccc(Cl)cc1Cl,10,0.1,100,-0.1,3,5,2,1,-2.8,-12
CC1(C(=O)NCc2ccccc2)CSCC(=O)N1Cc1cccc(C(F)(F)F)c1 (stereo not drawn),nt,nt,nt,0.0,6,-4,nt,9,nt,nt
O=C(NCc1ccccn1)C1CCCN(Cc2cnn(-c3ccccc3)c2-n2cccc2)C1 (stereo not drawn),4,-2.2,103,0.1,-1,-2,0,-2,-1.8,11
COC(=O)c1ccc(N2CCN(S(=O)(=O)c3c(C)cc(C)cc3C)CC2)c([N+](=O)[O-])c1,4,-0.9,95,0.0,-1,3,-2,1,-0.5,-9

# Additional compounds follow:
structure,MC4R antagonist,MC4R barr agon,ABCB6 inh 2,aDG glyco act,Exocytosis inh,m5-HT2A agonist,N-glyco inh,ABHD5 PLIN5 PPI,iPSC survival up,Cardio protect
CCNS(=O)(=O)c1ccc(NC(=O)c2cc(C(F)(F)F)nn2C)cc1,6,0.8,96,0.1,-7,-2,2,1,0.2,-14
CNc1ccc2ncc(-c3cccc(C(=O)N(C)C)c3)n2n1,17,-0.7,94,1.4,-2,-1,-13,-2,0.7,-5
CC(C)=CCC/C(C)=C/C=N/NC(=O)c1ccc([N+](=O)[O-])cc1,-2,15*,100,0.0,2,-4,2,-7,0.3,20
CC(C)[C@@H]1CC[C@@H](C)C[C@H]1O,13,-1.4,98,-0.1,-1,5,1,-1,4.7,-4
O=C(CNC(=O)C12CC3CC(CC(C3)C1)C2)OCC(=O)N1CCCCC1,14,0.8,101,0.1,5,3,-2,-6,-0.3,-2
c1ccc(C(CN2CCCCC2)Oc2ccccn2)cc1 (stereo not drawn),-1,-1.0,103,-0.1,-6,-1,-2,-20,-2.8,6
COCCn1c(SCC(=O)Nc2ccccc2)nc2c1c(=O)[nH]c(=O)n2C,3,0.5,92,-0.2,-4,0,7,0,2.3,28
CCCCCn1c(SCC(=O)c2ccccc2)nc2cc(C(=O)NCc3ccco3)ccc2c1=O,8,-0.8,89,0.3,0,0,1,5,-0.8,5

# Screening results as filed in PubChem.
